High-throughput results deposited in PubChem BioAssay by Southern Research Specialized Biocontainment Screening Center.
M. tuberculosis HTS: M. tuberculosis growth inhibition, HTS (AID 449762); inhibition, % at 25 µM, or IC50 in µM where a hit was titrated; M. tuberculosis H37Rv growth inhibition, 7H9 media; higher % means a stronger effect; actives 0.59% (n = 330,000); in the data active means a potency from the dose series; inconclusive means inhibition above about 70% without an active follow-up result;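 further: bacterial growth assessed after seven days of incubation; strong numbers were not always called active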
inhibitors of VEEV: inhibitors of VEEV TC-83 cytopathic effect, confirmation, Vero cells (AID 588727); inhibition, % at 20 µM; hits with a dose series show IC50 in µM; Vero cells, VEEV TC-83 cytopathic effect inhibition; higher % means a stronger effect; actives 0.13% (n = 350,000); in the data active means a potency from the dose series; inconclusive means inhibition mostly from about 14% at the one dose, without a potency; inactive means the rest, 99 in 100 with inhibition below about 12%; further: strong numbers were not always called active
Salmonella PhoP GFP: PhoP regulon inhibitors, Salmonella typhi PhoP promoter GFP reporter, confirmatory (AID 1850) | Salmonella Typhi PhoP-promoter GFP reporter, fluorescence, 4 h; higher % means a stronger effect | one-dose inhibition, % at 50 µM; IC50 in µM for titrated hits | actives 0.33% (n = 310,000); in the data active means a potency from the dose series; inconclusive means inhibition mostly from about 25% at the one dose, without a potency; inactive means the rest, 99 in 100 with inhibition below about 19%;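 further: 0% = induced wells with vehicle and 100% = uninduced wells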
tuberculosis growth: growth inhibition of non-replicating M. tuberculosis (AID 488890); Mycobacterium tuberculosis non-replicating, growth inhibition; higher % means a stronger effect; inhibition, % at 25 µM; hits with a dose series show IC50 in µM; actives 0.39% (n = 320,000); in the data active means a potency from the dose series; inconclusive means inhibition mostly from about 82% at the one dose, without a potency; inactive means the rest, 99 in 100 with inhibition below about 76%;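 further: plate controls were DMSO cells for no effect and high antibiotic wells for full effect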
influenza NS1A: NS1A inhibition, H1N1 influenza, cell based functional assay (AID 504329). NS1A functional cell-based assay, percent inhibition; higher % means a stronger effect. one-dose inhibition, % at 12.5 µM; IC50 in µM for titrated hits. actives 0.3% (n = 340,000); in the data active means a potency from the dose series; inconclusive means inhibition above about 27% without an active follow-up result; further: strong numbers were not always called active
inhibitors of VEEV 10K pilot screen: recorded beside inhibitors of VEEV, whose call it bears; inhibition, %; measured here: 10K pilot screen inhibition
* marks the source's active call; other numbers are inactive results; i = inactive; ? = inconclusive; . = not tested or not shown.

SMILES	M. tuberculosis HTS	inhibitors of VEEV	Salmonella PhoP GFP	tuberculosis growth	influenza NS1A	others
O=C(O)CCCC(=O)NNC(=O)c1cccc(Br)c1	1%	0.4%	-6%	-8%	-19%
COc1cc(/C=N/NC(=O)CC(=O)NC2CCCCC2)ccc1O	3%	0.7%	10%	-1%	3%
CCOC(=O)CCNC(=O)c1ccc2nc(C3CCCCC3)oc2c1	7%	0.3%	-6%	i	-7%
Cc1ccsc1C(=O)C1CCCN(Cc2cccc(OCCO)c2)C1 (stereo not drawn)	5%	0.8%	-10%	0%	-1%
O=C(COc1ccc(-c2nnc(N3CCCCC3)c3ccccc23)cc1)N1CCCCC1	-20%	4.0%	7%	23%	-6%	inhibitors of VEEV 10K pilot screen=3.8
CCOC(=O)c1c(C)[nH]c(C(=O)C(C)OC(=O)c2ccc(NC(=O)CC#N)cc2)c1C (stereo not drawn)	-9%	9.3%	.	23%	-1%
CC1CCN(S(=O)(=O)c2ccc(NC(=O)c3ccco3)cc2)CC1	4%	1.5%	1%	13%	4%
CC(C)(C)Sc1nc(O)cc(=O)[nH]1	-7%	0.8%	-14%	-10%	4%
COc1ccc2c3c1OC1C(=O)CC[C@@]4(O)[C@@H](C2)N(C)CC[C@]314 (stereo partly drawn)	2%	7.4%	.	-4%	-18%
O=C(Nc1nnc(Cc2ccccc2)s1)c1cccnc1	7%	i	3%	30%	5%
CCCCC(=O)Nc1c2c(nn1-c1ccc(C)cc1)CS(=O)(=O)C2	-4%	1.0%	5%	-5%	-8%
COc1ccc(CN2CCNC(=O)C2CC(=O)NCCC2=CCCCC2)cc1OC (stereo not drawn)	-7%	0.9%	-3%	24%	-4%
Cc1ccccc1-c1nc(CN2CCSCC2)c(C)o1	5%	1.0%	-20%	7%	6%
CN(C)CCOC(=O)c1ccc2[nH]c3c(c2c1)CSCC3	-6%	0.8%	8%	38%	21%
CC(=O)N(CN1C(=O)CCC1=O)c1cccc(Cl)c1	0%	0.5%	-22%	6%	0%
COC(=O)CNC(=O)CSc1nnc2cc(C)c3ccccc3n12	-1%	0.8%	-7%	0%	12%
COc1ccccc1N1CCN(Cc2cccc(OC)c2OC)CC1	-2%	i	-7%	-1%	-12%
COCCN(C(=O)c1ccc(N2C(=O)c3ccccc3C2=O)cc1)c1c(N)n(CC(C)C)c(=O)[nH]c1=O	.	1.0%	.	.	-8%
O=C(c1cc(-c2ccc(Cl)cc2)n(-c2ccc(Cl)c(Cl)c2)n1)N1CCOCC1	8%	1.9%	20%	-1%	5%
CCN1CCCC1CN(Cc1cc2ccc(C)cc2[nH]c1=O)C(=S)Nc1ccc(OC)cc1 (stereo not drawn)	-6%	1.2%	-4%	0%	6%
CC(OC(=O)c1cc(=O)c2ccccc2o1)C(=O)c1ccccc1 (stereo not drawn)	-12%	1.0%	.	-18%	-9%
COc1ccc(N2CCN(C(=O)COc3ccc(Cl)cc3Cl)CC2)cc1	-1%	0.3%	1%	11%	3%
Cc1cccc(CCNS(=O)(=O)c2ccc3c(c2)n(C)c(=O)c(=O)n3C)c1	-3%	0.4%	-1%	.	27%
COc1cccc(N2CCN(C(=O)CCNS(=O)(=O)c3ccc(F)c(F)c3)CC2)c1	2%	0.2%	.	48%	-7%
Cn1c(SCC(=O)Nc2cccc(C(=O)O)c2)nnc1-c1cc2cc(Br)ccc2o1	10%	1.7%	1%	13%	-11%

(continued)
SMILES	M. tuberculosis HTS	inhibitors of VEEV	Salmonella PhoP GFP	tuberculosis growth	influenza NS1A	others
CCCC(NS(=O)(=O)c1ccc(C)cc1)C(=O)O (stereo not drawn)	-13%	2.6%	3%	-21%	-11%
COc1cc(C(=O)N2CCN(C(=O)COc3ccc4ccccc4c3)CC2)cc(OC)c1OC	2%	8.9%	-2%	25%	3%
O=C(O)c1ccc(OCc2cn3ccccc3n2)cc1	-3%	1.8%	5%	-9%	9%
COC(=O)CN1C(=O)C(O)(CC(=O)c2ccc(Cl)cc2)c2ccccc21 (stereo not drawn)	-3%	0.5%	3%	2%	4%
CNc1nc(OCC#N)nc(N2CCCCC2)n1	-5%	1.6%	-7%	2%	-4%
C[C@]1(C(=O)NCCN2CCOCC2)C=C[C@@H](Cc2ccccc2)N1C(=O)c1ccccc1	-2%	0.1%	2%	16%	-7%
CCOc1ccccc1Oc1nc(-c2ccccc2O)nc2ccccc12	-2%	2.0%	20%	-18%	-11%
COC(=O)c1cc(C(=O)Nc2nnc(CC(C)C)s2)cc([N+](=O)[O-])c1	5%	1.2%	-9%	10%	0%
CC(C)OP(=O)(OC(C)C)C(O)c1ccc2c(c1)OCO2 (stereo not drawn)	-4%	0.1%	-1%	-7%	0%
O=C(Nc1ccccc1)N(O)c1ccc(Cl)cc1	?	1.4%	0%	?	-20%
CC(C)(C)C1=Nn2c(nnc2-c2n[nH]c3c2CCC3)SC1	-4%	0.4%	-9%	3%	5%
O=C1OCc2cc(NC(=O)C3CCCO3)ccc21 (stereo not drawn)	-3%	i	9%	-1%	3%
CCOC(=O)c1cccc(NC(=O)CNC(=O)C2CCCCC2)c1	2%	0.1%	1%	7%	-2%
CCCN1Cc2cccc(C(=O)NCCc3cccc(C)c3)c2C1=O	-11%	0.6%	2%	11%	-1%
CC1(C)CC(=O)C(C=NCc2ccccn2)=C(O)C1	4%	0.1%	10%	1%	0%
COc1ccccc1NC(=O)C1CCCN(C(=O)NCc2ccccc2)C1 (stereo not drawn)	-3%	0.2%	3%	-1%	0%
O=C(O)CCc1nc2cc(Cl)ccc2n(Cc2ccccc2)c1=O	2%	0.7%	2%	24%	-4%
CN(CC(=O)Nc1ccc(Cl)cc1)C(=O)CCC1CCCC1	-7%	i	-5%	16%	-3%
CC1CC(=O)N(CC(=O)Nc2ccc3c(c2)OCO3)c2ccccc2S1 (stereo not drawn)	-11%	i	1%	12%	25%
O=C(Nc1c(C(=O)N2CCCCC2)cnn1-c1ccccc1)c1ccccc1	-3%	i	7%	.	-1%
O=C(COC(=O)c1ccccc1)NC(=O)NC1CCCC1	.	1.3%	.	.	-6%
COc1cccc(/C=C/c2[nH]c(=O)[nH]c(=O)c2[N+](=O)[O-])c1O	43%	0.2%	8%	50%	-4%
Cc1cc([N+](=O)[O-])c2[nH]c(C(=O)N/N=C/c3ccccc3C(=O)O)c(-c3ccccc3)c2c1	.	i	-7%	.	-8%
COc1ccccc1NC(=O)COc1ccc(Br)cc1CNCCCN1CCOCC1	0%	i	2%	14%	0%
COc1ccc(-n2c(C)cc(C(=O)COC(=O)Cn3cnc4ccccc43)c2C)cc1	6%	i	20%	46%	13%

Filtered by structure: those above with a cyano group.
SMILES	M. tuberculosis HTS	inhibitors of VEEV	Salmonella PhoP GFP	tuberculosis growth	influenza NS1A	others
CCOC(=O)c1c(C)[nH]c(C(=O)C(C)OC(=O)c2ccc(NC(=O)CC#N)cc2)c1C (stereo not drawn)	-9%	9.3%	.	23%	-1%
CNc1nc(OCC#N)nc(N2CCCCC2)n1	-5%	1.6%	-7%	2%	-4%

Additional entries follow.
SMILES	M. tuberculosis HTS	inhibitors of VEEV	Salmonella PhoP GFP	tuberculosis growth	influenza NS1A	others
CC(C)c1ccc(/C=C/C(=O)NC2=NCCS2)cc1	?	.	-2%	?	.
CCn1c(SCc2ccccc2)nc2cc(S(N)(=O)=O)ccc21	2%	i	-10%	13%	0%
CCOc1ccc(NC(=O)CCC(=O)c2ccc(-c3ccccc3)cc2)cc1	?	0.5%	-3%	9%	-5%
CC(C)(C)NC(=O)N1CCN(c2nc(-c3ccccc3)ns2)CC1	13%	i	4%	-10%	6%
CCOc1ccc(C(=O)N2CCCC2)cc1	-2%	i	7%	11%	-12%
Cc1c(C(=O)N2CCOCC2)oc2ccc(Br)cc12	-2%	11%	4%	-20%	-6%
Cc1nn(C(C)C(=O)NC(C)CCc2ccccc2)c(=O)c2cc3occc3n12 (stereo not drawn)	-2%	i	-9%	-3%	4%
CC(=O)Nc1cc(C(=O)N2CCCC2)ccc1S(=O)(=O)c1ccc(Cl)cc1	-6%	0.3%	-11%	-11%	2%
COc1ccc(S(=O)(=O)NC(C)C(=O)N2CCCCCC2)cc1 (stereo not drawn)	-1%	0.3%	1%	-4%	-13%
O=C(NCCSc1c[nH]c2ccccc12)C1CC1	3%	1.7%	-2%	-12%	1%
COc1ccccc1N1CCN(C(=O)c2cc3n(n2)C(C(F)(F)F)CC(c2ccco2)N3)CC1 (stereo not drawn)	1%	1.3%	-5%	-14%	1%	inhibitors of VEEV 10K pilot screen=2.1
CC(=O)Nc1nc(SCc2ccc(Cl)cc2Cl)n[nH]1	8%	0.6%	-1%	1%	2%
CC(=O)N1N=C(c2cccnc2)OC1c1ccccc1Cl (stereo not drawn)	-1%	5.9%	0%	-7%	-18%
C[C@@H]1[C@H]2CCCC[C@H]2CN(C(=O)OC(C)(C)C)[C@@H]1CC(=O)c1ccccc1	.	i	.	.	-12%
O=C(c1cccc(COc2cccc3ccccc23)c1)N1CCCC1	-5%	>25µM*	7%	73%	1%
CC(C)(C)c1ccc(C(=O)CCCSC2=C(C#N)C(c3ccco3)C3=C(CCCC3=O)N2)cc1 (stereo not drawn)	0%	12%	12%	15%	4%
O=S(=O)(Nc1ccc(OC(F)(F)F)cc1)c1cccc2nonc12	-7%	0.5%	2%	15%	3%
CCOc1ccc(Oc2ccc(NC(=O)CSc3nncn3C)cc2)cc1	.	2.8%	.	.	12%
CCOc1cc2c(cc1OCC)-n1cccc1C(c1cccc(OCC)c1O)NC2 (stereo not drawn)	10%	i	2%	-3%	8%
COc1ccc(C(=O)NCCCN2CCCC2=O)cc1	5%	1.2%	-7%	-8%	1%
CC(C)(C)N1CC2(c3ccccc3)CN(C(C)(C)C)CC(c3ccccc3)(C1)C2=O	-1%	3.0%	6%	42%	3%	inhibitors of VEEV 10K pilot screen=0.1
O=C(O)/C=C/C(=O)Nc1c(F)cccc1F	-10%	i	-1%	-22%	-15%
N=c1n(CC(=O)O)c2ccccc2n1Cc1ccccc1Cl	-8%	3.3%	-9%	-6%	6%	inhibitors of VEEV 10K pilot screen=0.1
C=CCN(c1ccccc1)S(=O)(=O)c1ccc2c(c1)oc(=O)n2C	-14%	1.8%	-3%	-12%	1%
CCCC(=O)NC(c1ccc(N(C)C)cc1)c1c(O)ccc2ccccc12 (stereo not drawn)	-9%	1.6%	-6%	15%	6%
CC(=O)OCc1nc2sc3c(c2c(=O)[nH]1)CCCC3	9%	0.9%	-5%	1%	5%
CCOc1ccc2c(c1)c(C(C)=O)c(C)n2-c1ccccc1	48%	2.0%	-1%	-19%	-124%

Reprinted from above for reference:
SMILES	M. tuberculosis HTS	inhibitors of VEEV	Salmonella PhoP GFP	tuberculosis growth	influenza NS1A	others
CC(C)c1ccc(/C=C/C(=O)NC2=NCCS2)cc1	?	.	-2%	?	.
CCn1c(SCc2ccccc2)nc2cc(S(N)(=O)=O)ccc21	2%	i	-10%	13%	0%
CCOc1ccc(NC(=O)CCC(=O)c2ccc(-c3ccccc3)cc2)cc1	?	0.5%	-3%	9%	-5%
CC(C)(C)NC(=O)N1CCN(c2nc(-c3ccccc3)ns2)CC1	13%	i	4%	-10%	6%
CCOc1ccc(C(=O)N2CCCC2)cc1	-2%	i	7%	11%	-12%
Cc1c(C(=O)N2CCOCC2)oc2ccc(Br)cc12	-2%	11%	4%	-20%	-6%
Cc1nn(C(C)C(=O)NC(C)CCc2ccccc2)c(=O)c2cc3occc3n12 (stereo not drawn)	-2%	i	-9%	-3%	4%
CC(=O)Nc1cc(C(=O)N2CCCC2)ccc1S(=O)(=O)c1ccc(Cl)cc1	-6%	0.3%	-11%	-11%	2%
COc1ccc(S(=O)(=O)NC(C)C(=O)N2CCCCCC2)cc1 (stereo not drawn)	-1%	0.3%	1%	-4%	-13%
O=C(NCCSc1c[nH]c2ccccc12)C1CC1	3%	1.7%	-2%	-12%	1%
COc1ccccc1N1CCN(C(=O)c2cc3n(n2)C(C(F)(F)F)CC(c2ccco2)N3)CC1 (stereo not drawn)	1%	1.3%	-5%	-14%	1%	inhibitors of VEEV 10K pilot screen=2.1
CC(=O)Nc1nc(SCc2ccc(Cl)cc2Cl)n[nH]1	8%	0.6%	-1%	1%	2%
CC(=O)N1N=C(c2cccnc2)OC1c1ccccc1Cl (stereo not drawn)	-1%	5.9%	0%	-7%	-18%
C[C@@H]1[C@H]2CCCC[C@H]2CN(C(=O)OC(C)(C)C)[C@@H]1CC(=O)c1ccccc1	.	i	.	.	-12%
O=C(c1cccc(COc2cccc3ccccc23)c1)N1CCCC1	-5%	>25µM*	7%	73%	1%
CC(C)(C)c1ccc(C(=O)CCCSC2=C(C#N)C(c3ccco3)C3=C(CCCC3=O)N2)cc1 (stereo not drawn)	0%	12%	12%	15%	4%
